# Compound activity as filed in PubChem BioAssay.
# TIM10 inh: growth inhibitors of TIM10 yeast strain; S. cerevisiae TIM10 strain growth, BacTiter-Glo luminescence, 24 h; inhibition, % at 10 µM; AID 463195; hit rate 1.4% among 330,000;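 active = inhibition of 40% or more at the single tested concentration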;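 note: wild-type TIM10 isogenic control strain grown at permissive 25 °C; 0% = DMSO yeast wells and 100% = minimal medium wells without yeast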
# GRIN3A LBD mod: modulates the human NR3A ligand-binding domain; NR3A LBD differential scanning fluorimetry, Tm shift; 0% = protein alone, 100% = glycine-bound protein; Tm shift relative to glycine control, % at 25 µM; hit rate 2.5% among 340,000; AID 1259313;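 active = melting temperature shift of at least 10% of the positive control shift, at one fixed dose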
# UPR CHOP act: activators of apoptotic arm of unfolded protein response (CHOP); activation, % at 10 µM; AID 449763; CHO-CHOP luciferase reporter, UPR activation, luminescence; percent of tunicamycin response over DMSO baseline; hit rate 0.34% among 330,000;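 active = at 10 µM dose, activation of 40% or more, normalized to positive control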;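 note: 100% = tunicamycin at 10 µg/mL and 0% = DMSO alone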
#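 System: CHO CHOP reporter cells. Amount: 500 cells per well. Buffer or medium: F12 medium, 10% FBS. Compound dosing: one dose, 10 µM in 0.5% DMSO. Incubation: 6 h compound exposure at 37 °C after overnight seeding. Technique: Steady-Glo luciferase luminescence. Benchmarks: tunicamycin and DMSO controls.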
# Mdm2-MdmX inh: disrupts the human Mdm2-MdmX interaction; O15151+Q00987; SaOS-2 split-luciferase Mdm2/MdmX complementation, luminescence; inhibition, % at 8 µM; hit rate 3% among 330,000;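 active = inhibition of at least 50% at 8 µM in the primary screen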
# Target sequence (O15151 whole entry, looked up): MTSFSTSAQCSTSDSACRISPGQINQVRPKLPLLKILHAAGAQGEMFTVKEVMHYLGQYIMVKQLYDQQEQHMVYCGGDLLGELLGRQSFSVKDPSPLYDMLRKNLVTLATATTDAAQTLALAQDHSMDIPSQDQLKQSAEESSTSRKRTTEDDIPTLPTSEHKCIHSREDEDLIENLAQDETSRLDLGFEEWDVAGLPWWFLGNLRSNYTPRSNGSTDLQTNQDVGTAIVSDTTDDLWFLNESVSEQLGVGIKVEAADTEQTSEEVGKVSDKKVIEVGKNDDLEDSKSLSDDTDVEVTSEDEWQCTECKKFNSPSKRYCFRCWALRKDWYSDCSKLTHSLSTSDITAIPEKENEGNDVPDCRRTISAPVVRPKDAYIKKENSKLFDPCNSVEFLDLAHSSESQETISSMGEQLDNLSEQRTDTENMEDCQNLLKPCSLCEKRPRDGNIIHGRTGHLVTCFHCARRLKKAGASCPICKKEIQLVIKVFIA
# Target sequence (Q00987 whole entry, looked up): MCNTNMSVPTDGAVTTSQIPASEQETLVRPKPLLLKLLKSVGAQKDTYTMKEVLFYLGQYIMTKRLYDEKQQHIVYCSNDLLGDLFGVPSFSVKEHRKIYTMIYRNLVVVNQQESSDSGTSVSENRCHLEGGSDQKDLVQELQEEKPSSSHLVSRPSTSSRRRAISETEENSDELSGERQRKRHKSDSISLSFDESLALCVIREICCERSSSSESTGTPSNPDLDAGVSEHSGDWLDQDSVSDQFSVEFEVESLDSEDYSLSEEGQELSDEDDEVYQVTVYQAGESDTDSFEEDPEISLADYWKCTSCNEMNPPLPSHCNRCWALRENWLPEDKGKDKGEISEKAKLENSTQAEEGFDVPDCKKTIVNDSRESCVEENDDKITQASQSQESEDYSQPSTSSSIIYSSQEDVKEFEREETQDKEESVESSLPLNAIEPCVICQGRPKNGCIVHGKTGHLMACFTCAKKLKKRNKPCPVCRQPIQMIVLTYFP
# NLRP3 yeast inh: NALP3 inhibition in yeast | Yeast reconstituted NLRP3/ASC/caspase-1, beta-gal luminescence, 24 h | inhibition, % at 10 µM | hit rate 0.39% among 330,000;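 active = inhibition of 50% or more; inactive = inhibition below 50%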;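 note: plate controls were induced DMSO wells for no effect and uninduced yeast grown without galactose for full effect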
# tim10-1 inh: growth inhibitors of tim10-1 mutant yeast; AID 463190; S. cerevisiae tim10-1 ts strain growth, BacTiter-Glo, 24 h; hit rate 2.2% among 330,000; inhibition, % at 20 µM;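 active = inhibition of at least 40%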;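 note: mutant grown at 25 °C; 0% = DMSO wells with yeast and 100% = wells holding no yeast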
# XBP1 UPR activ: adaptive UPR (XBP1) activation; CHO-XBP1 luciferase reporter, IRE1-XBP1 UPR activation, luminescence; percent of tunicamycin response, DMSO as zero; activation, % at 20 µM; hit rate 0.33% among 330,000; AID 463104;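 active = versus positive control, 20 µM dose yields 30% or more activation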;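 note: 100% = tunicamycin at 10 µg/mL and 0% = DMSO only wells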
#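 Material: CHO cell line with stable XBP1 luciferase reporter; buffer or medium: F12 medium containing 10% fetal bovine serum; compound: single point, 20 µM final compound, 1% DMSO; incubation: 6 h treatment, 37 °C; measured by: glow luminescence from Steady-Glo reagent; evaluation: activation, % of tunicamycin; control set: tunicamycin high, DMSO low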
# tim23-1 inh: growth inhibitors of tim23-1 mutant yeast | S. cerevisiae tim23-1 growth, BacTiter-Glo luminescence, 24 h | inhibition, % at 20 µM | hit rate 1.3% among 330,000 | AID 463212;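 active = growth inhibition of the mutant yeast at or above 50%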;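 note: temperature-sensitive mutant grown at 25 °C; plate controls were DMSO-treated mutant yeast for no effect and medium wells lacking yeast for full effect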
# APJ agonist: agonists of human APJ apelin receptor; P35414; CHO-K1 APJ PathHunter beta-arrestin, luminescence; 0% DMSO wells, 100% apelin; activation, % at 20 µM; hit rate 0.11% among 330,000; AID 2520;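 active = activation more than six SD over the plate average, tested at 20 µM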;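 note: 0% = DMSO alone and 100% = apelin-13 at 10 nM; some results filed as inactive read as strong as hits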
#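 Assay system: CHO-K1 APJ beta-arrestin complementation cell line / Compound: single test compound dose, 20 µM final, 1% DMSO / Times: overnight seeding, 90 min compound at 25 °C, 1 h detection / Technique: beta-gal luminescence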
# Starred values were filed as active, the others as inactive; / = not tested or not shown. Not a hit list; about 8.2% have a hit in one of these screens.
SMILES,TIM10 inh,GRIN3A LBD mod,UPR CHOP act,Mdm2-MdmX inh,NLRP3 yeast inh,tim10-1 inh,XBP1 UPR activ,tim23-1 inh,APJ agonist
CSc1ccccc1C(=O)Nc1ccc(C)cc1C,-2,0,-1.7,-1,1,14,0,15,1
CCc1ccc(CN2CCC(C(=O)Nc3ccc(-n4nc(C)cc4C)cc3)CC2)o1,3,-1,0.9,34,16,-6,-2,2,-1
COc1ccc(O)c(C(=O)C2c3ccccc3C(=O)N2c2ccc(C)cc2)c1 (stereo not given),12,0,3.4,-28,1,31,2,33,7
O=C(COc1ccccc1)Nc1ccc(Cl)cn1,-11,-1,3.6,-21,8,-3,2,15,-2
O=C(CCS(=O)(=O)c1ccccc1)NCc1ccccc1,18,0,-1.1,-14,7,10,-2,5,-1
COc1ccc(NS(=O)(=O)c2ccc3oc(Nc4ccc5c(c4)OCCO5)nc3c2)cc1,15,9,6.6,47,22,6,-4,4,0
O=C(NCC1CCCO1)c1ccc(C(=O)NCC2CCCO2)cc1 (stereo not given),-5,0,-1.8,2,-6,15,-3,15,-1
O=S(=O)(c1cc(Cl)ccc1Cl)N1CC2CCCN2c2ccc(C(F)(F)F)cc21 (stereo not given),27,-4,-2.3,31,13,23,-2,21,-3
CC(=O)N/C(=C\c1ccccc1)C(=O)OCC(=O)Nc1cc(S(=O)(=O)N(C)C)ccc1C,7,1,2.0,34,5,6,-2,14,7
C=CCc1ccc(OCCCCNC2CCCC2)c(OC)c1,4,0,1.5,22,28,12,-1,-1,-5
CSc1ccc(Cl)c(C(=O)OCC(=O)N2CCN(c3ccccc3)CC2)c1,-4,1,2.8,21,34,33,-3,42,1
Cc1csc2c(N3CCN(C(=O)NC(C)(C)C)CC3)ncnc12,12,5,0.3,26,18,9,-3,8,3
Cc1c(CN2CCC(CO)(Cc3cccc(C(F)(F)F)c3)CC2)c2ccccc2n1C,16,-2,0.0,68*,7,12,3,5,-4
CCc1ccc(OC(=O)c2cncc(Br)c2)cc1,6,-2,3.5,-40,22,-1,-2,10,-2
COc1ccc(NC(=O)C2CC2)cc1S(=O)(=O)N1CCOCC1,7,-1,0.2,-12,5,-7,-3,-1,-3
COc1ccc2c3c(cccc13)OCC2=O,10,-2,-0.4,18,14,13,3,-1,8
COC(=O)c1ccc(NC(=S)N2CCN(C(=O)c3ccco3)CC2)cc1,1,2,0.5,15,3,-4,-1,-5,-4
COc1ccccc1CNC(=O)CN1C(=O)COc2ccc(S(=O)(=O)NC3CCCC3)cc21,-2,-2,1.0,-13,6,-8,-3,5,-1
CC[C@H]1CCCCc2ccccc2[C@@H](C(=O)C[C@@H](O)CC(C)=O)OC1=O,37,-3,2.1,19,-6,29,-1,38,-1
CN(C)Cc1c(-c2ccc(Cl)cc2)nc2ccc(Cl)cn12,8,0,-2.4,-2,1,10,0,13,-2
O=C(COC(=O)/C=C/c1ccc(C(F)(F)F)cc1)NCCC1=CCCCC1,-4,-1,-0.8,28,15,5,-8,-3,-3
CC(=O)c1cccc(NS(=O)(=O)N(C)C)c1,0,2,-0.3,48,6,16,2,12,-1
CC1Cc2cc(S(=O)(=O)CCC(=O)NCc3ccco3)ccc2N1C(=O)C1CC1 (stereo not given),6,-1,-0.4,34,12,17,0,14,-1
COc1cc2[nH]c(=S)n(Cc3ccccc3)c(=O)c2cc1OC,5,8,2.1,12,-6,18,1,-1,1
O=c1[nH]c(=S)[nH]c2sc3c(c12)CCCCCC3,6,-1,-1.1,4,15,8,-4,23,0
Cc1cccc(NC(=O)COC(=O)c2ccc(S(=O)(=O)N3CCCC3)cc2)c1,-1,0,0.9,1,18,0,0,-5,-6
CC(C)c1ccc(OCC(=O)NN2C(=O)c3ccccc3C2=O)c(Br)c1,2,-9,-2.2,8,-1,16,-6,41,-3
CC1=NNC(=O)C1CCC(=O)N/N=C/c1ccc(C)cc1 (stereo not given),-20,1,1.1,13,-4,-1,-2,14,-1
CCCNC(=O)CN1CCN(S(=O)(=O)c2ccc(Br)s2)CC1,1,-4,-1.7,-6,9,5,0,28,-3
CC(=O)c1cccc(S(=O)(=O)NCCCN2CCOCC2)c1,-1,-1,1.2,-9,11,10,0,7,0
CCOc1cc(/C=N/Nc2nnc(C)n2N)ccc1OC(C)=O,19,0,-1.3,27,-17,20,-4,14,5
COC(=O)c1ccc(CN2CCc3ccc(NC(=O)c4ccncc4)cc3C2)cc1,7,1,0.6,11,14,15,-5,12,1
Fc1ccc2nc(C3CCCCN3Cc3nc(CC4CC4)no3)[nH]c2c1 (stereo not given),-5,0,-0.4,29,5,3,-1,12,1
CCn1cc(Cl)c(C(=O)N2N=C(c3ccc4ccccc4c3)CC2c2ccccc2O)n1 (stereo not given),8,1,4.2,69*,18,15,9,15,5
CCN(C(=O)COC(=O)C1CCN(S(=O)(=O)c2cccs2)CC1)c1ccccc1,3,-1,-1.3,4,10,27,1,32,-2
CCOc1ccc(N2C(=O)c3ccc(C(=O)OCc4c(C)noc4C)cc3C2=O)cc1,4,-3,-1.3,12,4,-2,0,4,-1
COc1ccccc1C1CCN(Cc2ccccc2)CC1,8,-1,-0.3,-13,19,-4,-3,-8,-2
COc1ccc2oc(C(=O)OCC(=O)NC(C)c3ccccc3)c(C)c2c1 (stereo not given),9,-2,-1.3,-4,23,1,1,18,-5
COc1ccc(NC(C)=O)cc1NC(=O)CSc1nc2ncccc2[nH]1,-9,-2,0.1,-10,14,-9,-1,-2,1
COc1cccc(C(=O)NCCS(=O)(=O)NCc2ccco2)c1,-7,/,-2.7,17,7,-7,-4,4,-3
O=C(c1ccc(Cl)cc1)c1cc(-c2ccccn2)c(N2CCOCC2)s1,40*,3,-0.6,6,9,37,-1,39,-3
Cc1cccnc1NCc1ccc(O)c2ncccc12,31,-3,22,57*,-18,19,13,-20,-5
O=C(CSc1ccccc1F)NCC(c1cccs1)N1CCOCC1 (stereo not given),2,0,0.5,-6,14,6,0,-1,-5
Cc1cc(C)c(S(=O)(=O)N2CCCC(C(=O)NC3CC3)C2)c(C)c1 (stereo not given),-6,-7,-0.5,1,9,5,1,16,-6
CCOC(=O)c1cc2sc(C)cc2n1CCCN1C(=O)c2ccccc2C1=O,21,4,1.2,-2,22,20,0,10,-2
CC(=O)Nc1ccc(N2C(=O)CC(Sc3nc(C)cc(C)n3)C2=O)cc1 (stereo not given),-1,0,0.9,11,17,3,-1,1,-1
CSCCC(NC(=O)c1cccc(S(=O)(=O)N2CCOCC2)c1)C(=O)Nc1ccc(F)cc1 (stereo not given),-7,-4,1.2,9,-4,-3,-3,-1,-5
CCCCCCNc1nc(Cl)nc(NC(C)(C)CO)n1,24,6,0.4,5,6,28,0,24,0
O=C(O)C1CC=CCC1C(=O)NNS(=O)(=O)c1ccccc1 (stereo not given),-5,1,-1.6,16,16,11,1,12,-3
CC(=O)c1cccc(NC(=S)NC2CC2)c1,6,2,-2.2,-15,1,10,-3,1,-2
Cc1cccc(C(=O)N[C@H](C(=O)Nc2nc(C)cs2)C(C)C)c1,9,-1,-0.1,-12,11,14,-2,6,-2
COc1ccccc1CNC(=O)CNC(=O)c1sc2ccccc2c1Cl,1,0,-0.1,3,32,-25,-8,20,-1
COc1cccc(C(=O)N/N=C(\C)c2ccc(NC(=O)Cc3ccccc3)cc2)c1OC,-8,-3,2.4,-17,8,-4,-3,5,-1
OCCN1CCN(c2ncnc3c2c(-c2ccccc2)cn3-c2ccc(Br)cc2)CC1,17,-5,2.6,55*,5,24,10,42,1
O=S(=O)(Nc1cccc(C(F)(F)F)c1)c1cccnc1,-8,-2,1.0,0,17,-5,-4,9,0
COc1ccc(NC(=O)C(=O)NNC(=O)c2ccc(Cl)cc2Cl)cc1,-3,1,-0.1,-5,3,6,-2,15,-5
N#CCC(=O)Nc1ccc(C(=O)NCCC(c2ccccc2)c2ccccc2)cc1,-26,-2,-0.6,9,3,13,-2,3,-1
CCC1C(=O)N=C(SCC(=O)NC2CCCCC2)NC1=O (stereo not given),4,2,-1.1,-4,15,11,3,8,-2
CC(C)(NO)/C(=N/O)c1cccs1,0,0,-3.1,-2,14,5,-2,6,3
COc1ccc(NC(=O)CC#N)cc1OC,6,2,-0.9,-9,-8,7,-2,16,2

# Rewritten as tab-separated lines: part of the list above
canonical_smiles	TIM10 inh	GRIN3A LBD mod	UPR CHOP act	Mdm2-MdmX inh	NLRP3 yeast inh	tim10-1 inh	XBP1 UPR activ	tim23-1 inh	APJ agonist
O=C(O)C1CC=CCC1C(=O)NNS(=O)(=O)c1ccccc1 (stereo not given)	-5	1	-1.6	16	16	11	1	12	-3
CC(=O)c1cccc(NC(=S)NC2CC2)c1	6	2	-2.2	-15	1	10	-3	1	-2
Cc1cccc(C(=O)N[C@H](C(=O)Nc2nc(C)cs2)C(C)C)c1	9	-1	-0.1	-12	11	14	-2	6	-2
COc1ccccc1CNC(=O)CNC(=O)c1sc2ccccc2c1Cl	1	0	-0.1	3	32	-25	-8	20	-1
COc1cccc(C(=O)N/N=C(\C)c2ccc(NC(=O)Cc3ccccc3)cc2)c1OC	-8	-3	2.4	-17	8	-4	-3	5	-1
OCCN1CCN(c2ncnc3c2c(-c2ccccc2)cn3-c2ccc(Br)cc2)CC1	17	-5	2.6	55*	5	24	10	42	1
O=S(=O)(Nc1cccc(C(F)(F)F)c1)c1cccnc1	-8	-2	1.0	0	17	-5	-4	9	0
COc1ccc(NC(=O)C(=O)NNC(=O)c2ccc(Cl)cc2Cl)cc1	-3	1	-0.1	-5	3	6	-2	15	-5
N#CCC(=O)Nc1ccc(C(=O)NCCC(c2ccccc2)c2ccccc2)cc1	-26	-2	-0.6	9	3	13	-2	3	-1
CCC1C(=O)N=C(SCC(=O)NC2CCCCC2)NC1=O (stereo not given)	4	2	-1.1	-4	15	11	3	8	-2
CC(C)(NO)/C(=N/O)c1cccs1	0	0	-3.1	-2	14	5	-2	6	3
COc1ccc(NC(=O)CC#N)cc1OC	6	2	-0.9	-9	-8	7	-2	16	2
